Screening results from PubChem.
CCR6 antagonist – CCR6 (human) receptor antagonism; inhibition, % at 20 µM; AID 493098; CHO-K1 CCR6 PathHunter beta-arrestin, luminescence, CCL20-stimulated; P51684; actives 0.49% (n = 340,000);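 active = compounds whose inhibition of the agonist-driven luminescence signal at 20 µM reaches about 50%, limit read from the data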;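 also: cells stimulated with CCL20 at 14 nM final; plate controls were DMSO with CCL20 for no effect and DMSO without agonist for full effect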
EBI2 block – blocks human EBI2 receptor beta-arrestin signaling; P32249; EBI2 beta-arrestin recruitment, luminescence, 7a,25-OHC stimulated; inhibition, % at 5 µM; actives 0.81% (n = 360,000); AID 651636; in the data active = inhibition above about 38%;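 also: enzyme fragment complementation signal reports receptor beta-arrestin coupling in cells; 0% = agonist plus DMSO wells and 100% = wells without agonist; some results beyond the cut were filed as inactive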
XBP1 UPR activ – activators of adaptive arm of unfolded protein response (XBP1). activation, % at 20 µM. CHO-XBP1 luciferase reporter, IRE1-XBP1 UPR activation, luminescence; percent of tunicamycin response, DMSO as zero. actives 0.33% (n = 330,000);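 active = versus positive control, 20 µM dose yields 30% or more activation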;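 also: 100% = tunicamycin at 10 µg/mL and 0% = DMSO only wells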
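Assay system: IRE1-XBP1 luciferase reporter CHO line. Input: 1000 cells/well. Buffer or medium: F12 with 10% serum. Doses: 20 µM, 1% DMSO. Times: overnight seeding at 37 °C, 6 h compound treatment at 37 °C. Technique: Steady-Glo luciferase glow luminescence, 10 min after reagent addition.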
697 NFkB inh – inhibitors of the PMA/ionomycin-induced NF-kB reporter in 697 B cells; 697 B-cell NF-kB luciferase reporter, 16 h; inhibition, % at 4 µM; actives 0.33% (n = 330,000); in the data active = inhibition above about 35%
Jurkat NFkB inh – inhibitors of the PMA/ionomycin-induced NF-kB reporter in Jurkat cells; inhibition, % at 4 µM; PMA/ionomycin-induced NF-kB luciferase reporter, luminescence; actives 0.53% (n = 330,000); in the data active = inhibition above about 50%
Gli-Sufu block – antagonists of Gli-Sufu signaling; Sufu-KO-LIGHT fibroblasts, Gli luciferase reporter luminescence; inhibition, % at 5 µM; actives 0.74% (n = 340,000); AID 588413;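 active = inhibition above about 55%, limit read from the data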;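 also: 0% = DMSO-treated cells and 100% = wells with medium but no cells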
Mdm2-MdmX inh – inhibitors of human Mdm2/MdmX interaction; O15151+Q00987; SaOS-2 split-luciferase Mdm2/MdmX complementation, luminescence; inhibition, % at 8 µM; actives 3% (n = 330,000); AID 485346;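 active = inhibition of at least 50% at 8 µM in the primary screen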
Target sequence (O15151 whole entry, looked up): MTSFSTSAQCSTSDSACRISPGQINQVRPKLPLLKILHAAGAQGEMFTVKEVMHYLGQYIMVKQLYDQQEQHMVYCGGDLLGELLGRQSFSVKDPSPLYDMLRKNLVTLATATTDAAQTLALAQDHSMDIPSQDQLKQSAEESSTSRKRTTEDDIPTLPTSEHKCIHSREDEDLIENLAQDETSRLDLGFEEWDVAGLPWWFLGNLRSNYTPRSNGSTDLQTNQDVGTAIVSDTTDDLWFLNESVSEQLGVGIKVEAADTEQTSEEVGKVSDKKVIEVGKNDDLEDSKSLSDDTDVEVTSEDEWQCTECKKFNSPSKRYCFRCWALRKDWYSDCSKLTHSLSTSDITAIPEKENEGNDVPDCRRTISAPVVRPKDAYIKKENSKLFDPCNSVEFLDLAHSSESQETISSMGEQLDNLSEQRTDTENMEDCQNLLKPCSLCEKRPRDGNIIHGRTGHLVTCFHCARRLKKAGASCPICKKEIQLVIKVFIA
Target sequence (Q00987 whole entry, looked up): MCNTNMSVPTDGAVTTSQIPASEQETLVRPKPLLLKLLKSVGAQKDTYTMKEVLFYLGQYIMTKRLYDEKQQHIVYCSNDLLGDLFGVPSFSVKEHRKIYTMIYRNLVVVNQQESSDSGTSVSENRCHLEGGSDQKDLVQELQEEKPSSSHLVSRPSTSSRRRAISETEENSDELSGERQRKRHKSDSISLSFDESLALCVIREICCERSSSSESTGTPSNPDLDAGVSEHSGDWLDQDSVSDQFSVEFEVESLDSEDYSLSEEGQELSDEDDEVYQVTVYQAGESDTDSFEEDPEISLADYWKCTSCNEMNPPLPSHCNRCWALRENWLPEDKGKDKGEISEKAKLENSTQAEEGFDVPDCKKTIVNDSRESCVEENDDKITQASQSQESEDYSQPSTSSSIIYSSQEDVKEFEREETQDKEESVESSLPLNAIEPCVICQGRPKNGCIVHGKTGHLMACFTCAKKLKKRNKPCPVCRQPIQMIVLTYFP
CXCR6 inh – CXCR6 (human) receptor inhibition. CHO-K1 PathHunter CXCR6 beta-arrestin, luminescence. inhibition, % at 20 µM. AID 602244. O00574. actives 0.36% (n = 360,000); in the data active = inhibition above about 34%, passing the limit was not always enough;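 also: antagonist mode with CXCL16 agonist at 10 nM final; 0% = 10 nM CXCL16 with DMSO and 100% = unstimulated wells without agonist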
UPR CHOP act – apoptotic UPR (CHOP) activation; CHO-CHOP luciferase reporter, luminescence; percent of tunicamycin response over DMSO baseline; activation, % at 10 µM; actives 0.34% (n = 330,000); AID 449763;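 active = at 10 µM dose, activation of 40% or more, normalized to positive control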;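 also: 100% = tunicamycin at 10 µg/mL and 0% = DMSO alone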
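Test system: CHO CHOP reporter cells. Input: 500 CHO-CHOP cells per well. Medium: F12 with 10% FBS. Technique: luciferase luminescence. Measure: percent activation relative to tunicamycin control. Dosing: 10 µM compound, 0.5% DMSO. Timing: 16-18 h cell attachment, then 6 h compound exposure, 37 °C.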
* = called active by the depositor; · = not tested or not shown; & = joins results of further samples.

entry	molecule	CCR6 antagonist	EBI2 block	XBP1 UPR activ	697 NFkB inh	Jurkat NFkB inh	Gli-Sufu block	Mdm2-MdmX inh	CXCR6 inh	UPR CHOP act
1	Cc1nnc(NC(=O)CSc2nccn2-c2ccc(F)cc2)s1	-5	-10	-1	-2	3	-7	14	5	0.3
2	CCOc1ccc(Nc2nc(C)cc(C)c2C#N)cc1	-4	8	0	9	-5	-3	18	5	-1.1
3	O=[N+]([O-])c1ccc(OCCN2CCCCCC2)cc1	13	5	-5	14	6	10	-1	2	-0.4
4	COc1ccc(C(=O)N=C2SC3CS(=O)(=O)CC3N2Cc2ccc(OC)c(OC)c2)cc1 (stereo unspecified)	10	4	1	19	-10	6	6	-3	1.4
5	COc1ccc(N(CC(=O)Nc2ccc3c(c2)OCO3)S(=O)(=O)c2ccccc2)c(OC)c1	-3	-1	-1	12	-4	1	-27	-3	1.3
6	CCOC(=O)c1cccc(NC(=O)C2(S(=O)(=O)c3ccc(C)cc3)CC2)c1	5	-4	0	2	-3	-4	4	-3	0.3
7	NC(=O)c1c(N)sc2c1CCCC2	0	-3	-1	19	18	-2	20	-25	0.7
8	Cc1ccc(-n2cccc2/C=C2/NC(=O)N(CC(=O)Nc3cccc(C)c3)C2=O)cc1	12	1	-1	-19	4	2	0	-6	5.1
9	Cc1cccc(N(C(=O)c2ccc(CN3CCOCC3)o2)C(C(=O)NC2CCCCC2)c2ccc(F)cc2)c1 (stereo unspecified)	12	2	0	12	1	4	15	-2	0.6
10	O=c1[nH]cc(I)cc1I	14	-5	-2	-5	-8	0	6	-8	0.0
11	Cc1cccc(C(=O)NCC(=O)NCC2COc3ccccc3O2)c1 (stereo unspecified)	6	6	-3	3	27	-8	4	0	0.8
12	COc1ccccc1/C=C/C(=O)OCC(=O)Nc1cc(C(F)(F)F)ccc1N1CCOCC1	11	12	·	·	·	2	·	3	·
13	CCCN(CC(=O)Nc1ccccc1C)C(=O)c1ccc(OCC(=O)N2CCOCC2)c(OCC)c1	7	1	·	·	·	-1	·	11	·
14	CC1(C)CCC(C)(C)NC(=S)N1	-4	-4&4	1	17	7	0	-3	-2&-3	1.3
15	O=C(Nc1ccc(F)cc1F)C1CCCN1S(=O)(=O)c1ccc(-c2ccc(=O)[nH]n2)s1 (stereo unspecified)	-6	-5	-4	-33	-3	-30	5	1	-1.3
16	COc1ccccc1C(=O)NNC(=O)c1ccc2ccccc2c1	1	11	0	-9	-5	-1	-1	-7	0.7
17	Cc1ccccc1C(=O)NNC(=O)c1cc(S(=O)(=O)N2CCOCC2)ccc1C	5	-5	-4	12	4	-4	9	2	1.8
18	COc1ccc(CCn2c(-c3ccco3)nc3nc4ccccc4nc32)cc1	-6	-6	2	-26	-26	-29	11	-5	4.5
19	Cc1cc(C)cc(NS(=O)(=O)CCCS(=O)(=O)Nc2cc(C)cc(C)c2)c1	3	11	·	·	·	0	·	-13	·
20	C=CCn1c(SCn2nnc3ccccc3c2=O)nc2scc(-c3cccs3)c2c1=O	8	7	1	8	1	52	13	0	0.3
21	COC(=O)C1=CNC=C(C(=O)OC)C1c1ccccc1Cl	-7	-4	-2	-11	-7	14	-18	2	2.2
22	O=C(Cn1c(=O)oc2cc(S(=O)(=O)N3CCCC3)ccc21)N1CCN(c2ccccc2F)CC1	22	2	0	15	-2	8	-4	16	0.7
23	Cc1nnc(SCc2ccccc2)n1CC1CCCO1 (stereo unspecified)	-12	1	-1	9	-3	-3	0	2	-0.4
24	CS(=O)(=O)Nc1nnc(C2CCCC2)s1	0	3	-4	2	-22	-9	-7	-11	1.4
25	O=C(CN1CCN(S(=O)(=O)c2cccc(Br)c2)CC1)NCCc1cccs1	12	39*	-2	10	-11	-35	15	-10	0.6
26	CC(C)N(Cc1nc(-c2ccc(Cl)cc2)no1)C(=O)/C=C/c1ccccc1	28	5	-1	0	2	1	24	5	-0.7
27	COC(=O)c1ccccc1NC(=O)COC(=O)CSc1nnc(N)s1	9	0	-2	-11	22	2	-29	-4	1.6
28	O=C1N[C@@H](Cc2ccccc2)C(=O)N2[C@@H]3N(S(=O)(=O)c4ccc(F)cc4)c4ccccc4[C@]3(Br)C[C@@H]12	1	6	-1	-30	-9	4	0	9	1.0
29	O=C(NCc1ccccc1)c1ccc2c(c1)C(=O)N(CC1CCCO1)C2=O (stereo unspecified)	-1	9	-4	5	2	0	-6	-2	-1.1
30	Cn1c(C(=O)OC(C(=O)NC2CCCCC2)c2ccncc2)cc2sccc21 (stereo unspecified)	15	6	-3	5	6	-4	-7	8	0.3
31	COCCCN(Cc1ccco1)C(=O)Cn1ncc2c([nH]c3ccccc32)c1=O	4	4	-3	9	7	2	42	0	-0.4
32	Cc1c(NC(=O)CSc2nnnn2-c2ccc(F)cc2)c(=O)n(-c2ccccc2)n1C	-1	-3	-3	11	0	17	12	2	-0.8
33	O=C(NC1CC1)C1CC(=O)N(c2ccccc2)C1 (stereo unspecified)	-4	-10	-5	7	-1	-12	3	-7	0.9
34	Cc1ccc(S(=O)(=O)Nc2ccc(NC(=O)c3ccc(F)cc3)cc2)cc1	-9	8	-4	-1	11	-4	13	-10	-2.7
35	O=C(Nc1ccccc1)Nc1ccc(C(F)(F)F)cn1	2	-10	2	-27	-21	-14	-21	-1	6.2
36	COc1cccc(CNC(=O)Cn2ccc3cc(S(=O)(=O)N4CCCCCC4)ccc32)c1	17	-1	-4	-7	-7	0	4	4	0.8
37	O=C(CCCCCn1c(=S)[nH]c2ccsc2c1=O)NC1CCCCC1	18	-6	-4	-7	1	-4	14	1	0.2
38	Cc1ccc(Cn2c(C)cc3c(c2=O)C(c2cccs2)C(C#N)=C(N)O3)cc1 (stereo unspecified)	-4	8	0	3	-13	-2	-10	-4	20
39	O=C1C2CC=CCC2C(=O)N1c1n[nH]c(-c2ccccc2)n1 (stereo unspecified)	-4	-21	-4	12	8	7	12	-2	-2.9
40	CCOC(=O)NC1(NCc2ccccc2)Oc2ccccc2O1	7	-10	6	-17	17	2	-10	0	0.7

Some of the entries above, reformatted.
(25) O=C(CN1CCN(S(=O)(=O)c2cccc(Br)c2)CC1)NCCc1cccs1
  CCR6 antagonist = 12	EBI2 block = 39*	XBP1 UPR activ = -2	697 NFkB inh = 10	Jurkat NFkB inh = -11	Gli-Sufu block = -35	Mdm2-MdmX inh = 15	CXCR6 inh = -10	UPR CHOP act = 0.6
(26) CC(C)N(Cc1nc(-c2ccc(Cl)cc2)no1)C(=O)/C=C/c1ccccc1
  CCR6 antagonist = 28	EBI2 block = 5	XBP1 UPR activ = -1	697 NFkB inh = 0	Jurkat NFkB inh = 2	Gli-Sufu block = 1	Mdm2-MdmX inh = 24	CXCR6 inh = 5	UPR CHOP act = -0.7
(27) COC(=O)c1ccccc1NC(=O)COC(=O)CSc1nnc(N)s1
  CCR6 antagonist = 9	EBI2 block = 0	XBP1 UPR activ = -2	697 NFkB inh = -11	Jurkat NFkB inh = 22	Gli-Sufu block = 2	Mdm2-MdmX inh = -29	CXCR6 inh = -4	UPR CHOP act = 1.6

Sorted by molecular weight (rising): some entries from above.
entry	molecule	CCR6 antagonist	EBI2 block	XBP1 UPR activ	697 NFkB inh	Jurkat NFkB inh	Gli-Sufu block	Mdm2-MdmX inh	CXCR6 inh	UPR CHOP act
24	CS(=O)(=O)Nc1nnc(C2CCCC2)s1	0	3	-4	2	-22	-9	-7	-11	1.4
23	Cc1nnc(SCc2ccccc2)n1CC1CCCO1 (stereo unspecified)	-12	1	-1	9	-3	-3	0	2	-0.4
39	O=C1C2CC=CCC2C(=O)N1c1n[nH]c(-c2ccccc2)n1 (stereo unspecified)	-4	-21	-4	12	8	7	12	-2	-2.9
40	CCOC(=O)NC1(NCc2ccccc2)Oc2ccccc2O1	7	-10	6	-17	17	2	-10	0	0.7
29	O=C(NCc1ccccc1)c1ccc2c(c1)C(=O)N(CC1CCCO1)C2=O (stereo unspecified)	-1	9	-4	5	2	0	-6	-2	-1.1
34	Cc1ccc(S(=O)(=O)Nc2ccc(NC(=O)c3ccc(F)cc3)cc2)cc1	-9	8	-4	-1	11	-4	13	-10	-2.7
25	O=C(CN1CCN(S(=O)(=O)c2cccc(Br)c2)CC1)NCCc1cccs1	12	39*	-2	10	-11	-35	15	-10	0.6

Next records follow:
entry	molecule	CCR6 antagonist	EBI2 block	XBP1 UPR activ	697 NFkB inh	Jurkat NFkB inh	Gli-Sufu block	Mdm2-MdmX inh	CXCR6 inh	UPR CHOP act
41	CC(=O)c1ccc(-n2ccc(=O)cc2)cc1	-4	1	-3	-10	-16	-4	-16	4	1.2
42	COc1cc(CNCCN2CCOCC2)ccc1OCc1ccc(Cl)cc1	-5	-9	-4	-16	-16	11	12	-3	0.4
43	O=C(O)Cn1nnc(-c2cccs2)n1	5	-6	-6	25	-11	-10	5	-3	-1.9
44	Cn1c(=O)n(C)c2cc([N+](=O)[O-])c(N3CCN(C(=O)c4cccc(F)c4)CC3)cc21	22	13	0	7	12	1	11	18	0.8
45	COCCNC(=O)C1CCC(CNS(=O)(=O)c2cccc3nsnc23)CC1 (stereo unspecified)	6	0	0	4	10	-13	13	-5	1.6
46	Cc1c(NC(=O)COC(=O)CSc2ccc([N+](=O)[O-])cc2)c(=O)n(-c2ccccc2)n1C	2	-4	2	22	-2	-5	13	10	0.3
47	CCNc1nc(Cl)nc(N(NC(C)=O)C(C)C)n1	-1	7	0	-36	-10	4	3	6	-2.3
48	CCSc1ncnc2sc3c(c12)CCC3	9	-5	-2	-13	-12	-1	8	0	-1.6
49	CCCCCC(=O)Nc1c(-c2ccc(OC)cc2)c(=O)c2ccccc2n1C	-4	-3	1	7	0	5	32	-2	-0.3
50	CC1CCN(CCCNC(=O)c2n[nH]c(=O)c3ccccc23)CC1	2	-4	1	8	3	6	-9	6	2.3
51	Cc1ccc(S(=O)(=O)/N=C(/Nc2ccc3[nH]c(=O)[nH]c3c2)c2ccccc2)cc1	0	5	0	14	0	-3	3	-2	-1.3
52	CC(=O)Nc1cc(S(=O)(=O)Nc2cccc(C)c2)c(C)cc1C	13	-5	-2	20	7	3	-8	5	-0.4
53	Cc1cccc(C(=O)NCC(c2ccco2)N2CCc3ccccc32)c1 (stereo unspecified)	12	10	-3	-15	-7	24	-29	2	-1.5
54	O=C(c1ccc(Cn2cc(Br)cn2)cc1)N1CCN(c2ccccc2)CC1	3	29	-1	12	13	-2	37	4	1.3
55	COc1cccc(CNC(=O)Cc2ccc(OC)c(S(=O)(=O)N3CCOCC3)c2)c1	9	-23	3	-5	-9	-7	-15	-3	0.8
56	CCOc1ccc(C(=O)NC2CCN(C(=S)NCc3ccco3)CC2)cc1	7	3	1	16	3	-9	8	-16	-1.7
57	COc1ccc(Br)cc1CN(C)CC(=O)Nc1c(Cl)cccc1Cl	10	16	-1	5	6	9	0	0	0.4
58	Cc1ccc(CSc2nc(-c3ccccc3)c(C#N)c(=O)[nH]2)cc1	17	4	-5	-1	15	0	-12	12	-0.8
